# Screening results deposited in PubChem by National Center for Advancing Translational Sciences (NCATS).
# KCNH2 3.1 inh: qHTS for Inhibitors of KCHN2 3.1: Mutant qHTS. Potassium voltage-gated channel subfamily H member 2, brain isoform KCNH2 3.1 (human). U2OS KCNH2 3.1, thallium flux FluxOr; active compounds read low. activity change, % (tested at about 1.8 µM). 0.95% of 340,000 active;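 active = maximum activity change below -70%; inconclusive = maximum activity change from -70% to -50%; inactive = maximum activity change above -50%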;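 also: thallium influx rate constant from kinetic fluorescence after stimulation buffer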
#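 Kinetic fluorescence (2 min after stimulation buffer) measures Tl+ influx through KCNH2 3.1 expressed by viral transduction in U2OS cells; the rate constant is normalized against DMSO controls serving as positive and negative references.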
# hERG WT inh: qHTS for Inhibitors of KCHN2 3.1: Wildtype qHTS; Voltage-gated inwardly rectifying potassium channel KCNH2 (Homo sapiens), Q12809; U2OS, BacMam KCNH2, thallium flux FluxOr; active compounds read low; 0.37% of 340,000 active; AID 720551, 2013; activity change, % at 1.84 µM;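 active = maximum activity change below -70%; inconclusive = maximum activity change between -70% and -50%; inactive = maximum activity change above -50%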
# Target sequence (Q12809 whole entry, looked up): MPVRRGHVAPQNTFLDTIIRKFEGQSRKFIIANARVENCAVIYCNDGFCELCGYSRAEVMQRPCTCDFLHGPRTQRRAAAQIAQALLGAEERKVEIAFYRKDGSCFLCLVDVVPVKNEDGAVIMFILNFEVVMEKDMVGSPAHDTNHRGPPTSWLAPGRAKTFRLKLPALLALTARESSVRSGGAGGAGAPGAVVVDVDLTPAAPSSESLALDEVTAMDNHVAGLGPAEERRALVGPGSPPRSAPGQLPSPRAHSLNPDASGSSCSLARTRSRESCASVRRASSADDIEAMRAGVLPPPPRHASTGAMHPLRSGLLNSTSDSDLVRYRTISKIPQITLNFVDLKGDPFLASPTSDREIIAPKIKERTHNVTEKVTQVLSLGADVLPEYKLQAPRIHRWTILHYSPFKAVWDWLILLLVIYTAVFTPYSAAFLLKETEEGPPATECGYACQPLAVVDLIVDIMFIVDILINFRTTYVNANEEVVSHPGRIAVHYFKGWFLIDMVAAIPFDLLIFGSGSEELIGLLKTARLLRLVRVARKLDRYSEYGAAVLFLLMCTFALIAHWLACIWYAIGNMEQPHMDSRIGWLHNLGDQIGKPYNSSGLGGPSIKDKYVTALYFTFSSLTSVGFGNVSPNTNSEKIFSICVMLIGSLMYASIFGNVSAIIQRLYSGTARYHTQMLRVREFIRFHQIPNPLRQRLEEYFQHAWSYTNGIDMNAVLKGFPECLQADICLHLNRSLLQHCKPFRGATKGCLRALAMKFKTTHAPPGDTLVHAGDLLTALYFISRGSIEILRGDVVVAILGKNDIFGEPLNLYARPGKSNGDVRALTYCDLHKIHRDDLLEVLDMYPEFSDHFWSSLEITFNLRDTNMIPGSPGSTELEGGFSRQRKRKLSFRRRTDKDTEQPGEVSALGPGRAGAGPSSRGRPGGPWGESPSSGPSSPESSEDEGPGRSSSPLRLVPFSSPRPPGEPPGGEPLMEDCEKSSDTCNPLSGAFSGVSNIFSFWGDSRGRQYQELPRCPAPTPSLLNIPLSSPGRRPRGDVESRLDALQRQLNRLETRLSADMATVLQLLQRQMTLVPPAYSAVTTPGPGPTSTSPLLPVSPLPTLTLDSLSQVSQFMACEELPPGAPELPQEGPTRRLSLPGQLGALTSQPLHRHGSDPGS
#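 U2OS cells were transduced with wild-type KCNH2 virus (2.03 x 10^8 / mL) for 4 h at room temperature, then cultured overnight at 37 C. Thallium flux was read with FluxOr dye. Rate constants were normalized to DMSO controls.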
# Starred values were filed as active, the others as inactive; ? = inconclusive. % is scaled to controls: 0 for no effect and ±100 for the full control effect. This is a subset; count on the stated rates, not on these rows.
entry	SMILES	hERG WT inh	KCNH2 3.1 inh
1	COc1cccc(CN2CC(C(=O)N3CCSCC3)CCC2=O)c1 (centres undefined)	-5	2
2	O=S(=O)(NC1CCc2ccccc21)c1ccccc1 (centres undefined)	1	0
3	CC(C)=CCCC(C)=CCN1C(=O)CN(C)C1=O	-2	-4
4	Cc1cc(C)c2cc(C#N)c(NCCCNC(=O)c3cccnc3)nc2c1	-6	7
5	CN(C)CC(=O)Nc1ccc2c(c1)[C@H]1C[C@H](CC(=O)NCc3ccc4c(c3)OCO4)O[C@H](CO)[C@H]1O2	-15	-11
6	CCc1ccc(CN2CCC(n3nccc3NC(=O)c3ccccc3OC)CC2)o1	36	?
7	CN(CC1COc2ccccc2O1)C(=O)CCNS(=O)(=O)c1ccc(F)c(Cl)c1 (centres undefined)	12	7
8	O=C(NC1CCCc2c1cnn2-c1ccccc1F)c1ccncc1 (centres undefined)	9	9
9	COc1ccc(CNC(=O)O[C@H]2C[C@@H]3C(=O)N(c4ccccc4)C(=O)[C@@H]3[C@@H]3CN(S(=O)(=O)c4ccc(C)cc4)C[C@]23O)cc1OC	1	-9
10	CNC(=O)C[C@H]1C(=O)N(c2ccccc2)C[C@@H]1Cc1ccccc1	-30	-12
11	S=C(NCCc1ccccc1)N1CCC2CC1c1c(Cl)cccc12 (centres undefined)	5	13
12	COc1ccccc1CN(C)C(=O)c1cc(S(=O)(=O)N2CCCCCC2)ccc1OC	5	2
13	C[C@@H]1CCCCO[C@H](CN(C)C(=O)c2ccccc2)[C@@H](C)CN([C@H](C)CO)C(=O)c2cc(NC(=O)NC3CCCCC3)ccc2O1	-10	0
14	C[C@H](CO)N1C[C@H](C)[C@@H](CN(C)C(=O)c2ccccc2)Oc2cc(C#C[C@@H](C)O)ccc2S1(=O)=O	4	-6
15	CC(=O)c1ccc(OCc2cn(CC(=O)c3ccc(O)cc3)nn2)c(C)c1	2	3
16	COc1ccc(/C=C/C(=O)OCC(=O)N2c3ccccc3CC2C)cc1OC (centres undefined)	7	2
17	C[C@H]1CN([C@@H](C)CO)S(=O)(=O)c2ccc(Br)cc2O[C@@H]1CN(C)Cc1cccc(F)c1	-7	-20
18	CCC(C)C(=O)C(=O)N1CCC(n2nccc2NC(=O)CCOc2ccccc2)CC1 (centres undefined)	2	-7
19	CC(C)[C@H](NC(=O)c1c(F)cccc1F)C(=O)OCC(=O)NNC(=O)c1ccccc1	?	-1
20	CCC/C=C/c1ccc(CN2C(C)C(=O)N(Cc3cn(Cc4ccco4)nn3)CCS2(=O)=O)cc1 (centres undefined)	5	-22
21	C[C@@H]1CCCCO[C@H](CN(C)Cc2ccc(C(=O)O)cc2)[C@@H](C)CN([C@H](C)CO)C(=O)c2cc(NC(=O)CCC(F)(F)F)ccc2O1	-1	-10
22	CC(=O)N(CC#CCN(C(C)=O)c1ccccc1)c1ccccc1	-8	3
23	Cc1c(NC(=O)CSc2nnc(-c3ccncc3)n2C)c(=O)n(-c2ccccc2)n1C	12	3
24	Cc1ccccc1CN1C[C@H]2CON(C)[C@H]2C[C@H]1c1cccc(Br)c1	-6	4
25	Cc1cccc(C)c1NC(=O)CN(c1c(C)cccc1C)S(C)(=O)=O	2	-7
26	Cn1c(=O)c2c(ncn2CCOC(=O)C(C)(C)Oc2ccc(Cl)cc2)n(C)c1=O	-4	2
27	Cc1cc(C(=O)COC(=O)Cc2c(F)cccc2Cl)c(C)n1C	-17	-1
28	Cn1c(=O)c2c(ncn2CC(=O)OCC(=O)c2ccc(Br)cc2)n(C)c1=O	-4	-14
29	CSc1nc(=O)[nH]nc1Sc1ccccc1	-1	-5
30	Cc1ccc(S(=O)(=O)NCc2ccccc2)cc1C(=O)NCc1ccncc1	20	6
31	COc1ccc(C(C)(C)C)cc1NC(=O)CN(C)C1=NS(=O)(=O)c2ccccc21	-11	-6
32	O=C(NCc1ccncc1)Nc1ccc(Cc2ccc(NC(=O)NCc3ccncc3)cc2)cc1	5	10
33	CCOC(=O)c1[nH]c(=S)n(-c2ccccc2)c1C(=O)OCC	-4	-4
34	CCOc1ccc(Cc2c(O)nc(SC)[nH]c2=O)cc1	-5	-28
35	COc1ccc(CN2CCC[C@]3(N[C@H](c4ccccc4)[C@@H]4C(=O)N(C)C(=O)[C@@H]43)C2=O)cc1	1	0
36	CC(C)C1C(=O)N(Cc2cn(CCC3OCCCO3)nn2)CCS(=O)(=O)N1Cc1ccc(-c2cccc(N(C)C)c2)cc1 (centres undefined)	-5	-6
37	CC(c1ccccc1)n1ccnc1CO (centres undefined)	-8	17
38	O=S(=O)(Nc1cccc(F)c1)c1ccc(S(=O)(=O)N2CCOCC2)cc1	-7	-74*
39	COCOCCn1cc(CN2CCS(=O)(=O)N(Cc3ccc(-c4cccc(CO)c4)cc3)C(CC(C)C)C2=O)nn1 (centres undefined)	3	9
40	C#CCN(C[C@@H]1[C@@H](OC(=O)NCc2ccc(OC)c(OC)c2)[C@@H](OC(=O)NCc2ccc(OC)c(OC)c2)Cn2c(=O)n(CCCCCC)c(=O)n21)S(=O)(=O)c1ccc(C)cc1	2	-1
41	Cc1cc(F)ccc1NC(=O)c1ccc(NS(=O)(=O)c2cccs2)cc1	27	18
42	COc1ccccc1S(=O)(=O)N(C)C[C@@H]1OCc2cn(nn2)CCCC(=O)N([C@H](C)CO)C[C@H]1C	-20	22
43	CCN(CC)CCCNc1cc(C)c(C#N)c2nc3ccccc3n12	7	-3
44	CC(C)c1ccc(NC(=O)COC(=O)Cn2cnc3c2c(=O)n(C)c(=O)n3C)cc1	-2	8
45	CC(=O)Nc1c(-c2ccc(C)cc2)nc2ccc(Cl)cn12	6	3
46	O=C(CN1CCN(c2cccc(C(F)(F)F)c2)CC1)Nc1ccc2c(c1)OCCCO2	3	4
47	Cc1cccc(C(=O)OCC(=O)N2c3ccccc3CC2C)c1C (centres undefined)	-13	7
48	COCc1ccc(C(=O)N2CCCC(N3CCN(c4cccc(Cl)c4)CC3)C2)s1 (centres undefined)	35	-40
49	O=C1NN=C2CCCCCCC12 (centres undefined)	5	-9
50	O[C@H]1C[C@H](c2ccc(Cl)cc2)N(CC2CCCCC2)C[C@@H]1n1cc(C2CC2)nn1	-3	3
51	CN(C)C=Nc1ccc([N+](=O)[O-])c2ccccc12	0	16
52	COCC(=O)N(C)C[C@H]1Oc2ncc(C#C[C@H](C)O)cc2C(=O)N([C@@H](C)CO)C[C@H]1C	6	9
53	CC1=C(C(=O)N2CCOCC2)CC(CC(=O)NC2CCCC2)C(=O)N1Cc1ccc(C(C)(C)C)cc1 (centres undefined)	0	5
54	Cc1ccc(S(=O)(=O)N2C[C@H]3[C@H]4C(=O)N(c5ccccc5)C(=O)[C@H]4C[C@H](OC(=O)NC4CCCC4)[C@@]3(O)C2)cc1	-4	3
55	CCCCC(=O)N1C(C)CCC1C (centres undefined)	?	9
56	Cc1ccc(-c2ccc(CN3C(CC(C)C)C(=O)N(Cc4cn(CCC5OCCCO5)nn4)CCS3(=O)=O)cc2)cc1 (centres undefined)	-14	-39
57	CC(=O)c1ccc(NC(=O)CN2CCN(S(=O)(=O)c3ccc4c(c3)OCCO4)CC2)cc1	3	8
58	C[C@@H]1CN([C@@H](C)CO)C(=O)c2cc(NC(=O)Nc3cccc4ccccc34)ccc2O[C@@H](C)CCCCO[C@H]1CN(C)C(=O)c1ccccc1	-9	7
59	COc1ccc(C(=O)C(=NN)c2ccccc2)cc1	-3	-8
60	C[C@H]1CN([C@@H](C)CO)C(=O)CCCn2nncc2CO[C@@H]1CN(C)Cc1cccc2c1OCCCO2	-4	-8

# Part of the list above, with each value named.
[26] Cn1c(=O)c2c(ncn2CCOC(=O)C(C)(C)Oc2ccc(Cl)cc2)n(C)c1=O
  hERG WT inh = -4
  KCNH2 3.1 inh = 2

[27] Cc1cc(C(=O)COC(=O)Cc2c(F)cccc2Cl)c(C)n1C
  hERG WT inh = -17
  KCNH2 3.1 inh = -1

[28] Cn1c(=O)c2c(ncn2CC(=O)OCC(=O)c2ccc(Br)cc2)n(C)c1=O
  hERG WT inh = -4
  KCNH2 3.1 inh = -14

[29] CSc1nc(=O)[nH]nc1Sc1ccccc1
  hERG WT inh = -1
  KCNH2 3.1 inh = -5

# The listing continues.
entry	SMILES	hERG WT inh	KCNH2 3.1 inh
61	CCCN(C)C[C@H]1Oc2cc(C#Cc3ccc(F)cc3)ccc2S(=O)(=O)N([C@H](C)CO)C[C@@H]1C	16	-11
62	O=C(N/N=C/c1ccc(Cl)cc1)c1ccc2nc[nH]c2c1	-10	-3
63	CN(Cc1ccc(F)cc1)C(=O)CN1CCN(S(=O)(=O)c2ccc3c(c2)OCCCO3)CC1	-16	6
64	O=Nc1ccc(NO)c2ccccc12	-8	1
65	CN1CCN(S(=O)(=O)c2ccc(F)cc2)CC1	-9	2
66	CCN(Cc1ccncc1)C(=S)Nc1ccccc1C	-23	1
67	COc1ncnc2c1ncn2CCCN1CCN(c2ccccn2)CC1	14	3
68	O=C(COC(=O)c1cc(S(=O)(=O)N2CCCCC2)ccc1Cl)NC1CCCCC1	3	16
69	COc1cccc(-c2cc(C(=O)O)c3cc4ccccc4cc3n2)c1OC	-7	12
70	O=C(O)c1ccc(S(=O)(=O)N2CCCCCCC2)cc1	0	1
71	COCCCNC(=O)c1cc(S(=O)(=O)N2CCC3(CC2)OCCO3)ccc1F	-7	8
72	CC1=C(C(=O)Nc2cc(C(=O)NCc3ccccc3)ccc2C)SCCO1	-2	-18

# The final 3 entries of the section before lead into the next.
entry	SMILES	hERG WT inh	KCNH2 3.1 inh
70	O=C(O)c1ccc(S(=O)(=O)N2CCCCCCC2)cc1	0	1
71	COCCCNC(=O)c1cc(S(=O)(=O)N2CCC3(CC2)OCCO3)ccc1F	-7	8
72	CC1=C(C(=O)Nc2cc(C(=O)NCc3ccccc3)ccc2C)SCCO1	-2	-18
73	COc1cc(C(=O)N(C)C2CCCCC2)cc(OC)c1OC	4	-8
74	C/C(COc1ccccc1)=N\NC(=O)c1nnn(-c2nonc2N)c1CSc1ccc(C)cc1	12	-15
75	CC(=O)N1CCc2c(sc(NC(=O)c3ccc(S(=O)(=O)N(C)CC4CCCO4)cc3)c2C(N)=O)C1 (centres undefined)	22	12
76	CCOC(=O)c1ccc(NC(=O)Nc2nncs2)cc1	0	3
77	CC(=O)NC[C@H]1O[C@@H](n2ccc(N)nc2=O)[C@H](O)[C@@H]1O	1	7
78	CC(=O)Nc1cccc(NC(=O)C(=O)c2cn(CC(=O)N3CCCC3)c3ccccc23)c1	4	12
79	C[C@@H]1CN([C@@H](C)CO)C(=O)CCCn2nncc2CO[C@@H]1CN(C)S(=O)(=O)c1cccs1	7	-16
80	O=C(CCNC(=O)N1CC(=O)Nc2ccccc21)NCc1ccccc1	-1	-4
81	CCOc1ccc(CNC(=O)CN2C(=O)CSc3ccc(S(=O)(=O)N4CCOCC4)cc32)cc1	5	11
82	Cc1cc(C)c(S(=O)(=O)N(C)CC(=O)N2CCCC2)c(C)c1	-3	-14

# Whole records, quoted from the list. Order of values: hERG WT inh, KCNH2 3.1 inh
# Record of COc1ccc(CN2CCC[C@]3(N[C@H](c4ccccc4)[C@@H]4C(=O)N(C)C(=O)[C@@H]43)C2=O)cc1 = 1, 0
# Record of CCN(CC)CCCNc1cc(C)c(C#N)c2nc3ccccc3n12 = 7, -3
# Record of COc1cc(C(=O)N(C)C2CCCCC2)cc(OC)c1OC = 4, -8
# Record of O[C@H]1C[C@H](c2ccc(Cl)cc2)N(CC2CCCCC2)C[C@@H]1n1cc(C2CC2)nn1 = -3, 3
